Vif-APOBEC3F blk – inhibitors of Vif-A3F interaction; HeLa A3F-eYFP + Vif (tagged APOBEC3F with the HIV-1 protein that degrades it), YFP fluorescence increase; Potency, µM (highest dose often 46.1 µM), without a hit: at the highest dose activity, negative = active; 390,000 compounds, 0.2% hits; also: potency is read from the fitted curve at half-maximal effect; % of control where 0% means no effect; nearly all actives have a fitted effect of over 65% in size
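HeLa cells stably expressing A3F-eYFP plus Vif, plated and incubated overnight at 37 deg C, then exposed to compounds overnight at 37 deg C. Blocked degradation read as raised yellow fluorescence (Ex 488/Em 500-530).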
USP1-UAF1 inh – USP1/UAF1 (human) deubiquitinase inhibition; recombinant USP1/UAF1, Ub-Rhodamine cleavage fluorescence; Potency, µM (doses to about 57.1 µM), for inactives: at the highest dose activity change, negative = inhibition, most hits filed as inhibitors; 390,000 compounds, 0.23% hits; also: potency is read from the fitted curve at half-maximal effect; % is scaled to controls: 0 for no effect and ±100 for the full control effect; nearly all actives have a fitted effect of over 60% in size; inactives centre near -12
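USP1/UAF1 complex at 1 nM was preincubated with compound for 15 min at room temperature, then Ub-Rho substrate (150nM final) was added. Fluorescence (480/540 nm) was read kinetically, 6 reads every 60 seconds.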
PI4K2A inh – inhibitors of human PI4K2A. purified PI4K2A, ADP-Glo luminescence, 1 h; stronger effect = lower value. activity change, negative = inhibition, % at 76.9 µM. 420,000 compounds, 0.13% hits. AID 1346378; in the data active = activity change below about -50%; inconclusive = mostly about -30% to -49%;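 also: -100% = wells without enzyme as full effect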
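Compounds are screened against recombinant PI4K2A using PI as substrate and ATP, the latter dispensed at 300 microM. Reactions run one hour at ambient temperature before ADP-Glo detection; full inhibition defined by wells lacking enzyme.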
GRP78 ERSR act – inducers of ER stress response in human glioma cells; Potency, µM, for inactives: at the top dose activation, actives largely listed as activators; 420,000 compounds, 0.02% hits; U87-MG GRP78 promoter luciferase reporter, 16 h; also: potency is read from the fitted curve at half-maximal effect; series mostly up to about 76 µM; % of control where 0% means no effect; nearly all actives have a fitted effect of over 35% in size
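Stably transfected U87-MG glioma cells carrying a GRP78-based luciferase sensor; 16 h compound incubation. Luminescence end-point read 10 min after Bright-Glo addition at room temperature.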
RXFP1 ag – activates the human relaxin receptor RXFP1. HEK293T-RXFP1 cAMP TR-FRET, 30 min; response scale: percent of porcine relaxin response, buffer zero. Potency, µM (highest dose often 57.5 µM), inactives show top-dose activation, usual class: activators. 370,000 compounds, 0.3% hits; also: potency is read from the fitted curve at half-maximal effect; % is scaled to controls: 0 for no effect and ±100 for the full control effect; nearly all actives have a fitted effect of over 60% in size; many of its hits are not listed in these tables
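Agonist response is measured as cAMP accumulation in an RXFP1-transfected HEK293T line under PDE4 inhibition. Values are scaled between buffer-only and 29 nM porcine relaxin, and EC50s come from standard Hill equation fits.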
Vif-APOBEC3G blk – inhibitors of Vif-APOBEC3G interaction; 410,000 compounds, 0.076% hits; Potency, µM (series often up to 46.1 µM), for the others: at the highest dose activity, negative = active, actives largely listed as inhibitors; HeLa A3G-eYFP + Vif (tagged APOBEC3G with the HIV-1 protein that degrades it), YFP fluorescence, overnight; Q9HC16;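 also: potency is read from the fitted curve at half-maximal effect; % is scaled to controls: 0 for no effect and ±100 for the full control effect; nearly all actives have a fitted effect of over 60% in size; hits raise eYFP signal because A3G escapes Vif-driven loss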
Target sequence (Q9HC16 whole entry, looked up): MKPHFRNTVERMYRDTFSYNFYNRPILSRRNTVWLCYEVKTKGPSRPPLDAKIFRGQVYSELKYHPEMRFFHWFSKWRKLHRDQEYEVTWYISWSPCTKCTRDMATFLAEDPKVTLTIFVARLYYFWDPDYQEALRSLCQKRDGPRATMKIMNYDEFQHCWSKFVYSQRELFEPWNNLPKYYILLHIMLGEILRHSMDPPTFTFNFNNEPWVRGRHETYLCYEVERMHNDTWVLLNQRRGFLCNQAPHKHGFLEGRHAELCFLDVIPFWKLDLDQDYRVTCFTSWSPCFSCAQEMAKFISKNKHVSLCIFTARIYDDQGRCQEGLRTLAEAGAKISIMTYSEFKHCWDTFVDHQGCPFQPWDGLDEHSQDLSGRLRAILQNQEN
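HeLa cells stably expressing Vif and C-terminally eYFP-tagged A3G, seeded overnight at 37 deg C, then exposed to compound by pintool overnight at 37 deg C. Rise in yellow fluorescence (Ex 488/Em 500-530, Acumen) marks blocked Vif-driven A3G degradation.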
mIDH1 inhibitor – inhibitors of human mutant IDH1 R132H; O75874; IDH1-R132H enzyme, NADPH consumption, diaphorase/resazurin fluorescence; Potency, µM (doses to about 76.6 µM), inactives show top-dose activity change, negative = inhibition, hits mostly inhibitors; 390,000 compounds, 0.093% hits; AID 602179; also: potency is read from the fitted curve at half-maximal effect; % is scaled to controls: 0 for no effect and ±100 for the full control effect; nearly all actives have a fitted effect of over 65% in size
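IDH1-R132H (0.5 ug/mL) preincubated 30 min with compound, then NADPH (0.016 mM) and alpha-KG (2 mM) added; 80 min at RT, pH 7.5. Remaining NADPH coupled via diaphorase/resazurin to fluorescence (540/590 nm); concentration-response curves normalized to no-enzyme control.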
TrxR1 substrate – is turned over as a substrate by rat TrxR1 | O89049 | purified TrxR1 substrate turnover, NADPH consumption readout | Potency, µM (highest dose often 114 µM), without a hit: at the highest dose activity change, negative = substrate turnover | 390,000 compounds, 0.01% hits | AID 588456; also: potency is read from the fitted curve at half-maximal effect; % is scaled to controls: 0 for no effect and ±100 for the full control effect; nearly all actives have a fitted effect of over 50% in size
Target sequence (O89049 whole entry, looked up): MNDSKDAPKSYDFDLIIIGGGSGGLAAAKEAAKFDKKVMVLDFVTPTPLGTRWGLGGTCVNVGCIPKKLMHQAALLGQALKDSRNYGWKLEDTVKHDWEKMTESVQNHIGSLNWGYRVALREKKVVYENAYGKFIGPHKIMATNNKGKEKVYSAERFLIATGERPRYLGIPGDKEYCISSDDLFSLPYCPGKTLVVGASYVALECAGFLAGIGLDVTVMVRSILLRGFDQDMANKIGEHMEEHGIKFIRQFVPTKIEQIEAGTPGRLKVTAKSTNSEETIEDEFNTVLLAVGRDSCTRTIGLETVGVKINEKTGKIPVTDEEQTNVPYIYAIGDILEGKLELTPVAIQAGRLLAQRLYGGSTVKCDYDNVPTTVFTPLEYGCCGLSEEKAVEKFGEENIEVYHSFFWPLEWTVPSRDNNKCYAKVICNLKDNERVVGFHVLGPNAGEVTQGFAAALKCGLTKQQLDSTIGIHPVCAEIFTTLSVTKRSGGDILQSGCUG
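Rat TrxR1, dispensed at 90 nM, was prereduced with 400 uM NADPH (final) for 5 min at ~22 deg C, then incubated with compound 15 min before 400 uM selenite. A first-read NADPH fluorescence drop versus no-compound background flagged substrates.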
LDHA block – blocks human lactate dehydrogenase A; 480,000 compounds, 0.15% hits; purified LDHA, NADH/diaphorase-resazurin fluorescence; stronger effect = lower value; P00338; AID 1347041; activity change, % (values are at about 110 or 230 µM); in the data active = activity change below about -30%; inconclusive = mostly about -25% to -30%;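 also: plate controls were DMSO wells for no effect and wells without enzyme for full effect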
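Resorufin fluorescence (ex540/em590), read at 0 and 20 min after diaphorase/resazurin addition, reports the NADH left after a 5 min room-temperature reaction of 2 nM human LDH5 with 0.06 mM NADH and 0.2 mM pyruvate.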
The depositor's hits bear a star; ? = inconclusive; / = no result given; & = joins results of further samples; [ ] = another dose, or the depositor's remark. Unless noted, calls follow the shape of the dose curve; as a rule, active = well fitted curve in the direction sought with a large enough effect; inconclusive = small, poorly fitted or top-dose-only effect, or another doubt; inactive = no such curve, though single readings can be large; an effect the other way counts as inactive or inconclusive.

Each structure is followed by: Vif-APOBEC3F blk	USP1-UAF1 inh	PI4K2A inh	GRP78 ERSR act	RXFP1 ag	Vif-APOBEC3G blk	mIDH1 inhibitor	TrxR1 substrate	LDHA block
Cc1ccc(S(=O)(=O)N2CCCC2C(=O)Nc2nccs2)cc1 (configuration not stated)
 : -15.0%	7.4%	4.4	-3.3%	1.2%	-0.6%	8.4%	10.1%[57.1 µM]	-4.3
COc1ccc(-c2cn3nc(N4CCCC(C(=O)Nc5cccc(Cl)c5C)C4)sc3n2)cc1 (configuration not stated)
 : -3.9%	?	-2.4	-2.7%	0.7%	-0.3%	9.3%	-11.9%	-9.2
O=C1NC2(CCCCCC2)C(=O)N1Cc1ccccc1Cl
 : 3.1%	-22.1%	4.6	-4.6%	-1.5%	-7.9%	2.3%	5.0%	0.9
COC(=O)CCC(=O)NC1CC(C)(C)Cc2c1cnn2-c1ccccc1 (configuration not stated)
 : 0.4%	-7.0%	-1.3	-3.1%	2.3%	0.5%	-3.3%	-11.2%	-1.8
CCc1nc(SCC(=O)Nc2ccc(N(C)C)cc2)n[nH]1
 : 7.0%	-13.0%	3.4	-0.1%	-4.1%	-6.2%	13.1%	4.5%	-5.7
COC(=O)C(C)Oc1ccc2c(-c3cccc([N+](=O)[O-])c3)cc(=O)oc2c1 (configuration not stated)
 : -16.0%	-5.8%	3.6	-1.5%	0.3%	6.0%	12.1%	3.3%	-9.3
CCN=C1SC(C(=O)Nc2cccc(Br)c2)CC(=O)N1CC (configuration not stated)
 : -2.1%	-19.4%	-5.3	-4.7%	-0.3%	-3.3%	1.9%	1.9%	-2.5
O=C(NCCCN1CCCC1=O)c1ccc(Cl)c(Cl)c1
 : 7.6%	-15.0%	1.7	0.7%	0.5%	-1.0%	1.1%	5.2%[57.1 µM]	-5.8
C[C@H](CO)N1C[C@H](C)[C@H](CN(C)C(=O)Nc2ccccc2F)OCc2cnnn2CCCC1=O
 : -2.1%	-19.4%	1.3	-2.2%	/	6.2%	-0.2%	/	-4.2
CN(C)/C=C/C(=O)c1ccc2noc(-c3cccc(F)c3)c2c1
 : -17.5%	?	-2.0	1.7%	0.0%	0.4%	10.2%	-5.5%	-0.8

The results go on:
Each structure is followed by: Vif-APOBEC3F blk	USP1-UAF1 inh	PI4K2A inh	GRP78 ERSR act	RXFP1 ag	Vif-APOBEC3G blk	mIDH1 inhibitor	TrxR1 substrate	LDHA block
CC(=O)Nc1ccc(NC(=O)C(C)OC(=O)c2cccs2)cc1 (configuration not stated)
 : 7.3%	-9.8%	-3.4	-1.5%	1.6%	0.0%	4.0%	-0.8%	-1.8
Cc1c(C(=O)N2CCN(c3ccccn3)CC2)cccc1[N+](=O)[O-]
 : -4.5%	-8.9%	0.3	-3.1%	0.3%	-0.5%	0.6%	5.2%[57.1 µM]	-7.2
CCc1c(C)nc2c(OC)cccc2c1Cl
 : -2.3%	-25.5%	-1.1	2.0%&6.3%	1.0%	-5.5%&-1.1%	7.9%	0.9%&31.3%	-3.7
C#CCN(Cc1ccccc1)S(=O)(=O)C=C
 : 3.2%	-18.8%	1.5	-4.9%&-11.3%	1.4%	-24.5%&-23.3%	-1.1%	-3.9%&1.1%	-4.6
C/C(=C/c1ccccc1)C(=O)N1CC(C)OC(C)C1 (configuration not stated)
 : -0.1%	-20.1%	-3.8	-2.9%	-1.0%	1.5%	5.8%	4.6%	0.7
COc1cc(C)c(CN2CCN(c3ncccn3)CC2)cc1C
 : -12.9%	-14.1%	-0.9	-3.4%	/	-8.5%	2.8%	-20.9%[57.1 µM]	-14.2
O=[N+]([O-])c1cccc(Cl)c1NCCNS(=O)(=O)c1ccccc1
 : -5.4%	-22.6%	-2.3	-1.4%	5.1%	4.5%	-3.5%	-3.4%	-4.3
O=C(CSc1nnc(CNc2ccc(Cl)cc2)o1)Nc1nc2c(s1)CCCC2
 : -13.5%	-10.2%	0.2	2.9%	-1.6%	-14.1%	6.4%	-2.7%	-0.5
COCCNc1c([N+](=O)[O-])c(=O)n(-c2ccccc2)c2ccccc12
 : -1.2%	-4.2%	-0.8	-2.5%	1.5%	4.3%	0.9%	2.8%	-0.8
COC(=O)c1sc(NC(C)=O)c(C(=O)OC)c1C
 : -2.2%	-17.2%	1.2	-0.6%	-0.5%	-0.2%	-0.8%	3.8%[57.1 µM]	-3.3

Other results.
Each structure is followed by: Vif-APOBEC3F blk	USP1-UAF1 inh	PI4K2A inh	GRP78 ERSR act	RXFP1 ag	Vif-APOBEC3G blk	mIDH1 inhibitor	TrxR1 substrate	LDHA block
CCOC(=O)c1cnn(-c2ccc(NS(=O)(=O)c3ccc(Cl)cc3)cc2)c1C(F)(F)F
 : -1.1%	-6.9%	3.8	-4.3%	-0.1%	-7.8%	1.7%	-6.1%[57.1 µM]	0.9
COc1ccc(-c2ccc(C(=O)NCc3ccc(F)c(F)c3)c3occc23)c(C)c1
 : /	/	1.6	-3.5%	/	1.8%	/	/	-11.8
COc1ccc2cc(-c3cc(C(=O)O)c4ccccc4n3)ccc2c1
 : 5.8%	-14.6%	-10.6	-16.0%	13.9%	-7.4%	3.5%	36.2%[activator]	10.8&-0.7
CCCCN1CC(N(C)CCN(C)C)CS1(=O)=O (configuration not stated)
 : /	/	-0.1	-6.0%	/	-0.3%	/	/	-0.6
Cc1ccc(C2Nc3ccccc3C(=O)N2Cc2ccco2)cc1 (configuration not stated)
 : -6.0%	-4.5%	3.4	2.0%	2.2%	-29.3%	-2.0%	104.5%[activator]	1.3
CC(C)(C)c1csc(N/N=C/c2ccc(O)cc2)n1
 : 1.3%	-21.6%	-0.9	10.7%	0.3%	-5.7%	-1.6%	-10.4%	2.0
O=C(c1cc2nc(-c3ccccc3)cc(C(F)(F)F)n2n1)N1CCN2CCCC2C1 (configuration not stated)
 : -9.0%	-15.5%	-0.6	-5.6%	4.3%	0.0%	-5.5%	12.4%[0.0914 µM]	-6.2
N#Cc1cccnc1N1CCN(C(=O)c2ccco2)CC1
 : -1.1%	-10.0%	-2.6	2.1%	4.3%	-0.7%	-9.4%	19.6%	-4.4
CC1(c2ccccc2Cl)NC(=O)N(CC(=O)Nc2ccc(N3CCCCC3)cc2)C1=O (configuration not stated)
 : -5.6%	-20.1%	3.7	-1.6%	2.6%	2.2%	-0.4%	5.2%	-2.5
CCOc1ccccc1OCCn1ncc2ccc(OC)c(OC)c2c1=O
 : 1.1%	-2.1%	-0.9	3.1%	5.3%	-0.7%	6.4%	4.8%[57.1 µM]	-7.8

Following part
Each structure is followed by: Vif-APOBEC3F blk	USP1-UAF1 inh	PI4K2A inh	GRP78 ERSR act	RXFP1 ag	Vif-APOBEC3G blk	mIDH1 inhibitor	TrxR1 substrate	LDHA block
O=c1[nH]c(CN2CCN(Cc3ccccc3)CC2)nc2scc(-c3ccccc3)c12
 : ?	-6.6%	2.4	-3.3%	0.4%	-8.5%	6.0%	-3.6%	0.6
CC(Sc1nnc(-c2cccnc2)n1N)C(=O)Nc1ccc2c(c1)OCCO2 (configuration not stated)
 : -25.9%	-15.9%	2.5	-1.1%	1.2%	2.2%	3.7%	-2.7%	4.4
CC(C)CN(C(=O)COC(=O)CNC(=O)c1ccccc1F)c1c(N)n(Cc2ccccc2)c(=O)[nH]c1=O
 : 1.4%	-16.6%	1.1	-3.0%	/	0.7%	13.6%	9.6%	1.4
O=C1CCN(Cc2ccccc2)CCN1[C@H](COc1ccccc1)Cc1ccccc1
 : -2.5%	-12.0%	1.4	-4.1%&-0.9%	-0.7%	0.1%&1.2%	11.1%	4.2%[57.1 µM]	-5.6
Cc1n[nH]c(=O)c2c(NC(=O)CSc3nc4ccccc4c(=O)n3-c3ccc(OC(F)F)cc3)oc(C)c12
 : -8.8%	-9.4%	-3.2	3.3%	3.2%	1.7%	0.8%	-10.7%	3.3
COC(=O)C1=C(CCc2ccccc2)NC(=O)NC1c1ccc([N+](=O)[O-])cc1 (configuration not stated)
 : -0.2%	-27.7%	3.4	-6.1%	/	0.7%	3.8%	-5.8%	-0.4
Cc1cccc(C(=O)OCC(=O)N2CCc3ccccc3C2)c1O
 : 7.7%	-11.2%	6.0	4.1%	/	-2.1%	9.4%	-6.1%	1.5
O=C(CCC(=O)Nc1ccccc1Cl)NNC(=O)C1CCCCC1
 : 3.9%	-17.8%	-1.8	-6.4%	/	1.6%	0.8%	7.9%	-4.2
Cc1ccc(Cl)cc1NC(=O)CCn1c(=O)c2cccn2c2cccnc21
 : -15.7%	-15.5%	-4.5	-0.5%	-1.1%	-0.4%	-7.1%	7.1%	-3.4
N#C/C(=C\c1cn[nH]c1-c1ccc(Cl)cc1)C(=O)NC1CC1
 : 2.9%	-15.6%	-0.4	3.3%	0.3%	1.1%	-8.3%	4.9%	-0.7
O=C(COC(=O)c1nn(-c2ccccc2)c(=O)c2ccccc12)NC1CCS(=O)(=O)C1 (configuration not stated)
 : -2.0%	-13.1%	-0.5	-2.7%	23.2%	3.7%	2.7%	0.9%[57.1 µM]	-1.5

Screening results deposited in PubChem BioAssay by National Center for Advancing Translational Sciences (NCATS).

This is a subset; count on the stated rates, not on these rows.
